CBFb-RUNX1 inh = blocks binding between human CBF-beta and RUNX1. Q01196+Q13951. AlphaScreen CBFb-His/RUNX1-biotin binding, biochemical. Potency, µM (series often up to 59.8 µM), for inactives: top-dose activity, negative = inhibition, usual class: inhibitors. 230,000 tested, under 10 active. AID 1477; further: % of control where 0% means no effect
Target sequence (Q01196 whole entry, looked up): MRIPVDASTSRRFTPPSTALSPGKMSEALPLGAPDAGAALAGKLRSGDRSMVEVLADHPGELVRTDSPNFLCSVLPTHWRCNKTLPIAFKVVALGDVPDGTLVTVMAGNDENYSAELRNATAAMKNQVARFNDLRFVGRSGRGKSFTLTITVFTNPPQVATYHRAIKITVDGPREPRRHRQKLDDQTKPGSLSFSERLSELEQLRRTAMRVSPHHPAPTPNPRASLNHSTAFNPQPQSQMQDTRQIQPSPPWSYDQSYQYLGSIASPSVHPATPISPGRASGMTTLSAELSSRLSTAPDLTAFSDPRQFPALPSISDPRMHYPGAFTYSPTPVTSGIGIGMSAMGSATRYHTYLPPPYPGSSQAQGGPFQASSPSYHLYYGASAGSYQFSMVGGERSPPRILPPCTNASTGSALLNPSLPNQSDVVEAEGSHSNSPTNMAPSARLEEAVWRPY
Target sequence (Q13951 whole entry, looked up): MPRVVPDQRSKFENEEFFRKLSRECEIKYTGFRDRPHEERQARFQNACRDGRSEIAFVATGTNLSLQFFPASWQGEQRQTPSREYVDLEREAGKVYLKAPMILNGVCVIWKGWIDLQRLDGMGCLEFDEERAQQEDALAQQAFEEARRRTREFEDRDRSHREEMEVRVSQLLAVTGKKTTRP
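CBFb-His/RUNX1-biotin, 30 nM each, preincubated 20 min RT; compound 15 min RT; Ni + streptavidin beads 50 ng each, 90 min RT; AlphaScreen read.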
NPSR antagonist = antagonists of human neuropeptide S receptor cAMP signaling | CHO-NPSR cells, cAMP TR-FRET, antagonist mode | 220,000 compounds, 1% hits | Potency, µM (titrated, usually from 38.3 µM), inactives show at the highest dose activity change, negative = inhibition, most hits filed as inhibitors | Q6W5P4; further: potency means the concentration at half of the fitted maximal effect; on the % scale 0 is the no-effect control and ±100 the full control effect; nearly all actives have a fitted effect of over 50% in size; many of its hits are not listed in these tables
Target sequence (Q6W5P4 whole entry, looked up): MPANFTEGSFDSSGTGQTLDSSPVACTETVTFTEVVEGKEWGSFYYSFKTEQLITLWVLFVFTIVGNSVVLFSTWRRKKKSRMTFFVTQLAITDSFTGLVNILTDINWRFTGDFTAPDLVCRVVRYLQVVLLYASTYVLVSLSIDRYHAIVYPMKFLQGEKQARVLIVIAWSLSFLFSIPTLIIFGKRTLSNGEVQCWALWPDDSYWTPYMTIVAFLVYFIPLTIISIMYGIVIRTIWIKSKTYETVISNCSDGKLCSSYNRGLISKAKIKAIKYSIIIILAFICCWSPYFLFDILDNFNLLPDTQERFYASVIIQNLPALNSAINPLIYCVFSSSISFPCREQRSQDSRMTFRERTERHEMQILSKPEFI
Tau fibril FP = inhibitors of human tau fibril formation. P10636. 280,000 compounds, 0.39% hits. K18 P301L tau heparin fibrillization, Alexa594 FP, 6 h. Potency, µM (series often up to 57.7 µM), inactives show top-dose activity, negative = inhibition, hits mostly inhibitors; further: potency means the concentration at half of the fitted maximal effect; on the % scale 0 is the no-effect control and ±100 the full control effect; nearly all actives have a fitted effect of over 55% in size
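Steps: dispense K18 P301L tau (15 uM plus 0.24 uM Alexa 594 tracer, final) in pH 7 sodium acetate; add compound; add heparin (20 uM final); incubate 6 hr, 37 C; add ThT (30 uM final); after 1 hr ambient, read FP.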
Epigenetic reg = epigenetic control regulation, reporter derepression | Potency, µM (series often up to 53.9 µM), inactives show at the top dose GFP activation, actives largely listed as activators | AID 1865 | 280,000 compounds, 0.2% hits | murine LDR cells, GFP reporter derepression, 30 h; further: potency means the concentration at half of the fitted maximal effect; % of control where 0% means no effect; nearly all actives have a fitted effect of over 60% in size
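Murine LDR cells bearing a silenced CMV-driven GFP reporter were exposed to compound for 30 h at 37 C. After PBS washes, GFP-positive cells (20-120 um objects) counted by laser-scanning microplate cytometry.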
TRb SRC2 PPI = disrupts binding of human TR beta to SRC2; P10828; TRbeta-SRC2 peptide binding, fluorescence polarization; receptor liganded with 1 µM T3; Potency, µM (series often up to 106 µM), inactives show at the top dose activity change, negative = inhibition, usual class: inhibitors; 280,000 compounds, 0.065% hits; AID 1469;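 further: potency means the concentration at half of the fitted maximal effect; plate controls were bound peptide for no effect and peptide without receptor for full effect; nearly all actives have a fitted effect of over 50% in size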
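Each compound concentration gave % activity, normalized to unbound and bound Texas Red SRC2 controls, from polarization read after 5 hr ambient incubation with T3-loaded human TRb LBD.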
aGal spleen mod = inhibits or activates alpha-galactosidase in human spleen homogenate; P06280; human spleen homogenate, 4MU-alpha-Gal fluorescence, 40 min; Potency, µM (top dose mostly 80 µM), for inactives: at the highest dose activity change, negative = inhibition, most hits filed as inhibitors; 240,000 compounds, 0.008% hits;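 further: potency means the concentration at half of the fitted maximal effect; 0% = enzyme with vehicle and -100% = no enzyme basal signal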
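Human spleen homogenate (1 ug) was the enzyme source, with 4-methylumbelliferyl-alpha-D-galactopyranoside (1 mM final) in pH 5.0 citrate buffer with 0.01% Tween-20. Compounds were titrated; after 40 min at 37C, NaOH/glycine stop, 4-MU fluorescence read; AC50 from Hill fits.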
Tau fluor counter = counter-screen for tau fibril formation inhibitors. tau K18 P301L Alexa594 fluorescence, heparin fibrillization. Potency, µM (doses to about 57.7 µM), inactives show at the top dose activity change, negative = decrease. 280,000 compounds, 0.93% hits. AID 1463; further: potency means the concentration at half of the fitted maximal effect; on the % scale 0 is the no-effect control and ±100 the full control effect; nearly all actives have a fitted effect of over 55% in size
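Human tau K18 P301L (15 uM unlabeled, 0.24 uM Alexa 594-labeled) in 100 mM sodium acetate pH 7 with 20 uM heparin, 6 hr at 37 C. ThT 30 uM added, 1 hr ambient; Alexa 594 FP and total fluorescence read at 555/632 nm.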
TR SRC2 fluor cs = counter-screen for TRb-SRC2 inhibitors: fluorescence interference | TRb/SRC2 Texas Red total fluorescence interference | Potency, µM (top dose mostly 106 µM), for inactives: top-dose fluorescence change, negative = quenching | 280,000 compounds, 0.29% hits; active means well fitted curve in either direction with a large enough effect; inconclusive means small, poorly fitted or top-dose-only effect; further: potency means the concentration at half of the fitted maximal effect; on the % scale 0 is the no-effect control and ±100 the full control effect
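Flags fluorescent or light-absorbing compounds by total fluorescence, S + 2P, at 555 nm excitation and 632 nm emission. Mixture: 20 nM Texas Red SRC2 peptide, 0.6 uM human TRb LBD, 1 uM T3, 5% DMSO; compound exposure 5 h at ambient temperature.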
The depositor's hits bear a star; ? = inconclusive; / = not tested or not shown; [ ] = dose if it differs, or a comment. Unless noted, the call rests on the fitted dose curve; in most records, active means well fitted curve in the direction sought with a large enough effect; inconclusive means small, poorly fitted or top-dose-only effect, or another doubt; inactive means no such curve, though single readings can be large; an effect the other way counts as inactive or inconclusive. Only part of the results is shown. The share of hits here may be higher or lower than overall.

1: COc1cccc(CN(CC2CCCO2)S(=O)(=O)c2ccc(S(=O)(=O)N(C)C)cc2)c1 (stereo not given)
2: O=c1[nH]ncc(N/N=C\c2cccs2)c1Cl
3: Cc1ccc(C)c2[nH]c(=O)c(CN(Cc3nnnn3C3CCCCC3)CC3CCCO3)cc12 (stereo not given)
4: Cc1ccc(CN2CCN(/N=C/c3cccnc3)CC2)cc1
5: O=C(CN1CCN(Cc2ccccc2F)C1=O)NCCN1CCOCC1

compound no.,1,2,3,4,5
CBFb-RUNX1 inh,2%,5%,5%,-15%,-8%
NPSR antagonist,-26%[46.1 µM],-8%,?,13%[46.1 µM],5%[46.1 µM]
Tau fibril FP,6%,10%,1%,-2%,-7%
Epigenetic reg,7.7%,-0.4%,13%,0.0%,0.0%
TRb SRC2 PPI,-4%,2%,-1%,2%,-4%
aGal spleen mod,9%,-1%,4%,-1%,-4%
Tau fluor counter,-16%,-4%,12%,0%,2%
TR SRC2 fluor cs,-1%,-2%,-6%,1%,-2%

6: O=C(CCc1ccccc1)NN1C(=O)C2C3C=CC(O3)C2C1=O (stereo not given)
7: O=C(NCc1cccs1)C1CC(=O)N(C2CCCC2)C1 (stereo not given)
8: Cc1cc(C)c2c(-n3cccc3)c(C(=O)NCCCN3CCCCC3)sc2n1
9: COc1ccc(-n2nnnc2SCC(=O)Nc2ccccc2N2CCOCC2)cc1
10: CCOC(=O)c1sc(=S)n(-c2ccc(C)cc2)c1N

compound no.,6,7,8,9,10
CBFb-RUNX1 inh,-6%,4%,/,5%,-8%
NPSR antagonist,23%,-6%[46.1 µM],/,-17%,-19%
Tau fibril FP,3%,1%,-13%,-3%,-5%
Epigenetic reg,-3.2%,0.0%,-1.9%,0.6%,-0.9%
TRb SRC2 PPI,2%,7%,-3%,8%,-1%
aGal spleen mod,7%,-3%,/,10%,-8%
Tau fluor counter,8%,5%,-24%,-20%,-26%
TR SRC2 fluor cs,0%,0%,-2%,-1%,-1%

11: O=C(O)CSc1nnc(-c2ccncc2)n1CCc1ccccc1
12: CCOC(=O)N1CCN(CC(O)COCc2ccc(Cl)cc2)CC1 (stereo not given)
13: CCN(CC)c1ccc(/C=N/NC(=O)Nc2ccccc2)cc1
14: O=[N+]([O-])c1cc(S(=O)(=O)c2ccc(N3CCCCC3)c([N+](=O)[O-])c2)ccc1N1CCCCC1
15: Cc1cc(C)c2c(=O)[nH]c(SCC(=O)Nc3ccc(N(C)C)cc3)nc2n1

compound no.,11,12,13,14,15
CBFb-RUNX1 inh,6%,2%,-24%,?,-2%
NPSR antagonist,-12%[46.1 µM],-11%[46.1 µM],-40%,-3%,-27%[46.1 µM]
Tau fibril FP,9%,4%,2%,1%,-9%
Epigenetic reg,-1.0%,0.0%,2.6%,1.1%,2.3%
TRb SRC2 PPI,1%,-6%,-2%,4%,-1%
aGal spleen mod,1%,2%,-1%,7%,14%
Tau fluor counter,12%,1%,14µM*[quencher],-14%,?
TR SRC2 fluor cs,-2%,-7%,-3%,-3%,-4%

16: Cn1c(=O)oc2cc(S(=O)(=O)Nc3ccccc3O)ccc21
17: CC(/C=C(\NC(=O)c1ccccc1)C(=O)N=Nc1c(O)[nH]c2ccc(C)cc12)=C\c1ccccc1
18: Cc1cccc(C(=O)NNC(=O)c2cccc(C)c2)c1
19: COc1ccc(C(=O)CSc2nnc(NC(=O)C3CC(=O)N(c4cccc(OC)c4)C3)s2)cc1 (stereo not given)
20: COc1ccc(N2CCN(C(=O)COc3ncnc4ccccc34)CC2)cc1

compound no.,16,17,18,19,20
CBFb-RUNX1 inh,/,-5%,0%,6%,-3%
NPSR antagonist,/,-19%[46.1 µM],14%,-14%,1%
Tau fibril FP,-4%,-3%,4%,-12%,1%
Epigenetic reg,1.0%,-1.0%,0.0%,-1.3%,2.9%
TRb SRC2 PPI,13%,-6%,6%,8%[53 µM],-1%
aGal spleen mod,/,-14%,8%,-2%,-7%
Tau fluor counter,-16%,?,6%,-3%,-9%
TR SRC2 fluor cs,4%,-4%,-2%,-2%[53 µM],-2%

Four of the compounds above, field by field:
[7] O=C(NCc1cccs1)C1CC(=O)N(C2CCCC2)C1 (stereo not given)
  CBFb-RUNX1 inh: 4%; NPSR antagonist: -6%[46.1 µM]; Tau fibril FP: 1%; Epigenetic reg: 0.0%; TRb SRC2 PPI: 7%; aGal spleen mod: -3%; Tau fluor counter: 5%; TR SRC2 fluor cs: 0%
[8] Cc1cc(C)c2c(-n3cccc3)c(C(=O)NCCCN3CCCCC3)sc2n1
  CBFb-RUNX1 inh: /; NPSR antagonist: /; Tau fibril FP: -13%; Epigenetic reg: -1.9%; TRb SRC2 PPI: -3%; aGal spleen mod: /; Tau fluor counter: -24%; TR SRC2 fluor cs: -2%
[9] COc1ccc(-n2nnnc2SCC(=O)Nc2ccccc2N2CCOCC2)cc1
  CBFb-RUNX1 inh: 5%; NPSR antagonist: -17%; Tau fibril FP: -3%; Epigenetic reg: 0.6%; TRb SRC2 PPI: 8%; aGal spleen mod: 10%; Tau fluor counter: -20%; TR SRC2 fluor cs: -1%
[10] CCOC(=O)c1sc(=S)n(-c2ccc(C)cc2)c1N
  CBFb-RUNX1 inh: -8%; NPSR antagonist: -19%; Tau fibril FP: -5%; Epigenetic reg: -0.9%; TRb SRC2 PPI: -1%; aGal spleen mod: -8%; Tau fluor counter: -26%; TR SRC2 fluor cs: -1%

Remaining list, next part.
21: CCC(C)(C)NC(=O)C(c1ccco1)N(C(=O)c1csnn1)c1cccc(F)c1 (stereo not given)
22: Cc1ccc(CNC(=O)C2CCN(S(=O)(=O)N3CCOCC3)CC2)cc1
23: CCOC(=O)c1cccc(NC(=O)Cn2c(=O)nc(-c3ccccc3)c3ccccc32)c1
24: Cc1cccc2c(C(=O)Nc3ccc(Br)cc3)cc(-c3ccccn3)nc12
25: O=C(/N=C1\NC(=O)C(F)(C(F)(F)F)S1)NC1CCCCC1 (stereo not given)

compound no.,21,22,23,24,25
CBFb-RUNX1 inh,8%,3%,/,-2%,2%
NPSR antagonist,-16%[46.1 µM],-4%[46.1 µM],/,?,-15%[46.1 µM]
Tau fibril FP,1%,-2%,0%,1%,?
Epigenetic reg,-5.1%,-1.1%,?,3.3%,1.1%
TRb SRC2 PPI,1%,-4%,2%,-2%,-21%
aGal spleen mod,0%,-10%,/,-3%,4%
Tau fluor counter,1%,-8%,7%,-10%,-16%
TR SRC2 fluor cs,-1%,-3%,0%,-5%,-2%

26: Cc1ccc(-n2ncc3c(N4CCCCCC4)ncnc32)cc1C
27: CC(=O)Nc1ccccc1OC(=O)N1CCOCC1
28: NNC(=S)Nc1ccc(S(=O)(=O)N2CCOCC2)cc1
29: COc1ccc(Cc2cnc(N)s2)cc1
30: O=C(CNC(=O)c1cccc(Br)c1)N/N=C/c1cn[nH]c1-c1ccccc1

compound no.,26,27,28,29,30
CBFb-RUNX1 inh,/,4%,-4%,0%,-3%
NPSR antagonist,/,21%[46.1 µM],3%[7.67 µM],-8%,3%
Tau fibril FP,6%,-9%,16%,6%,4%
Epigenetic reg,2.0%,-4.6%,-0.3%,-0.3%,-1.0%
TRb SRC2 PPI,-2%,11%,-3%,5%[53 µM],-2%
aGal spleen mod,/,2%,-14%,1%,2%
Tau fluor counter,4%,-9%,?,-3%,-12%
TR SRC2 fluor cs,-2%,-1%,-1%,-2%[53 µM],-2%

31: Cc1cc(C)c2c(n1)SCC(=O)N2CC(=O)Nc1ccc(C)c(C)c1
32: COCCNC(=O)C1CCC(=O)N(c2ccc(OC)cc2)C1c1ccc(OC)c(OC)c1 (stereo not given)
33: CCOc1ccc2nc(SCC(=O)NCc3ccc(OC)c(OC)c3)[nH]c2c1
34: CCc1c(C)c(C#N)c2nc3ccccc3n2c1NCCN(C)C
35: O=C(Nc1ccc(Cl)cc1)C1CCN(c2nc3ccccc3n3cccc23)CC1

compound no.,31,32,33,34,35
CBFb-RUNX1 inh,/,4%,1%,3%,/
NPSR antagonist,/,-2%[46.1 µM],-1%,-9%[46.1 µM],/
Tau fibril FP,2%,0%,8%,10%,10%
Epigenetic reg,-2.0%,0.8%,17%,0.0%,2.2%
TRb SRC2 PPI,-3%,-5%,7%,-5%,0%
aGal spleen mod,/,4%,0%,10%,/
Tau fluor counter,-6%,-7%,-15%,1%,?
TR SRC2 fluor cs,0%,-5%,-1%,0%,?

36: CCOC(=O)C1=C(C)NC(=O)NC1c1ccc(OC(C)C(=O)O)c(OC)c1 (stereo not given)
37: O=C(CSc1nnc(CNC(=O)c2ccccc2F)n1-c1ccccc1)Nc1ccccc1F
38: CCOc1cc(/C=N/NC(=O)CSc2nnc(C)s2)ccc1OCc1ccccc1Cl
39: Cc1oc(-c2cccc(Cl)c2)nc1CN1CCCC(C(=O)N2CCN(c3ccc(F)cc3)CC2)C1 (stereo not given)
40: O=C(Nc1cccc(C(F)(F)F)c1)C1CCCN(S(=O)(=O)c2cccc3nsnc23)C1 (stereo not given)
41: CCOC(=O)/C(C#N)=C/c1ccc(-c2ccsc2C(=O)OC)o1
42: CCCn1c(C(O)c2ccc(OC)cc2)nc2ccccc21 (stereo not given)

compound no.,36,37,38,39,40,41,42
CBFb-RUNX1 inh,-1%,/,-3%,/,/,5%,13%
NPSR antagonist,-8%[46.1 µM],/,-10%,/,/,-4%[46.1 µM],-1%[46.1 µM]
Tau fibril FP,2%,10%,-3%,-4%,-26%,1%,-6%
Epigenetic reg,-1.1%,-0.3%,2.1%,0.0%,1.1%,0.0%,0.0%
TRb SRC2 PPI,2%,0%,10%,-10%,-1%,0%,-15%
aGal spleen mod,-3%,/,10%,/,/,2%,1%
Tau fluor counter,0%,6%,-22%,-13%,?,-4%,-7%
TR SRC2 fluor cs,-4%,-6%,-2%,-65%,-1%,-5%,-3%
